Source: PubChem (National Center for Advancing Translational Sciences (NCATS))
TR SRC2 fluor cs: alters Texas Red total fluorescence, flagging assay interference | TRb/SRC2 Texas Red total fluorescence interference | Potency, µM (top dose mostly 106 µM), inactives show top-dose fluorescence change, negative = quenching | 280,000 compounds, 0.29% hits | AID 1479; active = well fitted curve in either direction with a large enough effect; inconclusive = small, poorly fitted or top-dose-only effect; also: potency is read from the fitted curve at half-maximal effect; % is scaled to controls: 0 for no effect and ±100 for the full control effect
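Flags fluorescent or light-absorbing compounds by total fluorescence, S + 2P, at 555 nm excitation and 632 nm emission. Mixture: 20 nM Texas Red SRC2 peptide, 0.6 uM human TRb LBD, 1 uM T3, 5% DMSO; compound exposure 5 h at ambient temperature.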
Tau FP inhib: blocks human tau fibril formation measured by polarization | 280,000 compounds, 0.39% hits | P10636 | Potency, µM (titrated, usually from 57.7 µM), for the others: top-dose activity, negative = inhibition, most hits filed as inhibitors | K18 P301L tau heparin fibrillization, Alexa594 FP, 6 h | AID 1468; also: potency is read from the fitted curve at half-maximal effect; % is scaled to controls: 0 for no effect and ±100 for the full control effect; nearly all actives have a fitted effect of over 55% in size
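Compound effects on tau fibrillization are measured by Alexa 594 fluorescence polarization (ex 555, em 632 nm). K18 P301L tau is used at 15 uM with 0.24 uM labeled tracer, and 20 uM heparin induces aggregation over 6 hr at 37 C.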
TRb SRC2 PPI: inhibitors of human thyroid hormone receptor beta-SRC2 interaction. P10828. TRbeta-SRC2 peptide binding, fluorescence polarization; receptor liganded with 1 µM T3. Potency, µM (series often up to 106 µM), inactives show top-dose activity change, negative = inhibition, usual class: inhibitors. 280,000 compounds, 0.065% hits;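 also: potency is read from the fitted curve at half-maximal effect; plate controls were bound peptide for no effect and peptide without receptor for full effect; nearly all actives have a fitted effect of over 50% in size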
Target sequence (P10828 whole entry, looked up): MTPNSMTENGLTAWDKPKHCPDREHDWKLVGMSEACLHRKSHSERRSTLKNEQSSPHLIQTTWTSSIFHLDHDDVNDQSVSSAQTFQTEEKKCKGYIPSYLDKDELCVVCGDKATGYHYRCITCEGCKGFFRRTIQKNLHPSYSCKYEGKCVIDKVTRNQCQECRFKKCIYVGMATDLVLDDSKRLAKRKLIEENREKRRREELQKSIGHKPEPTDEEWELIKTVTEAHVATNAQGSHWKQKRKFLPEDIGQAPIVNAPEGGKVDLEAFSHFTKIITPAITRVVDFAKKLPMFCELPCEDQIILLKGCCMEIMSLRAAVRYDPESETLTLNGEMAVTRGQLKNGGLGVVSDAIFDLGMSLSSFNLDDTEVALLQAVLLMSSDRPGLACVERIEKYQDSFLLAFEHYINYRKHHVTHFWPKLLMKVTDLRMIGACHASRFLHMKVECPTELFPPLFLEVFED
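Human TRb ligand-binding domain (0.6 uM) is mixed with 20 nM Texas Red SRC2 peptide and 1 uM T3; after compound addition and 5 hr at ambient temperature, polarization is measured and normalized to unbound and bound controls.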
CBFb RUNX1 block: CBF-beta/RUNX1 interaction disruption; Q01196+Q13951; Potency, µM (highest dose often 59.8 µM), for inactives: at the top dose activity, negative = inhibition, usual class: inhibitors; AlphaScreen CBFb-His/RUNX1-biotin binding, biochemical; 230,000 tested, under 10 active; also: % of control where 0% means no effect
Target sequence (Q01196 whole entry, looked up): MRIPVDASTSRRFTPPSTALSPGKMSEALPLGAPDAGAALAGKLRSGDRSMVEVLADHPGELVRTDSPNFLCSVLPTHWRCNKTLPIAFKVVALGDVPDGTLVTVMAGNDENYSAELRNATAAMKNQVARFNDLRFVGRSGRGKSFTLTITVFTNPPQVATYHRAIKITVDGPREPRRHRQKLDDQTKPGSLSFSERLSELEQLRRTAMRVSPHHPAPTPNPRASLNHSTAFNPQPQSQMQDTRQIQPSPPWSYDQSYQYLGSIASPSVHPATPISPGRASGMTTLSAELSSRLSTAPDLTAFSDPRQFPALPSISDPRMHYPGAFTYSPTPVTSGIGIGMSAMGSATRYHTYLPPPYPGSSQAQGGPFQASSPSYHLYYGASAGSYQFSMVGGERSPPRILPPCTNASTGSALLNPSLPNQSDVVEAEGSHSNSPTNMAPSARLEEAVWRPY
Target sequence (Q13951 whole entry, looked up): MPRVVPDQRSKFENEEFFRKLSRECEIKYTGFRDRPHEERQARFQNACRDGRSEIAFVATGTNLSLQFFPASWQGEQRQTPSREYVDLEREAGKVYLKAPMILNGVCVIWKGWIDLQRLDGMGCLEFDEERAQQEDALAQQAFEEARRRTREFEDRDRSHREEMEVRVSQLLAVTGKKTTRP
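AlphaScreen proximity signal reports loss of binding between His-tagged CBF-beta and biotin-labelled RUNX1, each at 30 nM. Proteins are pre-associated for 20 minutes, compounds added for 15 minutes, then beads for 90 minutes, all at ambient temperature.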
NPSR antagonist: neuropeptide S receptor (human) antagonism, cAMP; Q6W5P4; CHO-NPSR cells, cAMP TR-FRET, antagonist mode; Potency, µM (doses to about 38.3 µM), for the others: at the top dose activity change, negative = inhibition, hits mostly inhibitors; 220,000 compounds, 1% hits; AID 1461; also: potency is read from the fitted curve at half-maximal effect; % is scaled to controls: 0 for no effect and ±100 for the full control effect; nearly all actives have a fitted effect of over 50% in size; many of its hits are not listed in these tables
Tau fluor cs: counter-screen for tau fibril formation inhibitors | tau K18 P301L (four-repeat tau fragment) Alexa594 fluorescence, heparin fibrillization | Potency, µM (series often up to 57.7 µM), inactives show at the highest dose activity change, negative = decrease | 280,000 compounds, 0.93% hits | AID 1463; also: potency is read from the fitted curve at half-maximal effect; % is scaled to controls: 0 for no effect and ±100 for the full control effect; nearly all actives have a fitted effect of over 55% in size
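Human K18 P301L tau (15 uM unlabeled plus 0.24 uM Alexa 594-labeled, final) in 100 mM sodium acetate pH 7 was mixed with compound and 20 uM heparin and incubated 6 hr at 37 C.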
aGal spleen mod: inhibitors or activators of human alpha-galactosidase in spleen homogenate; P06280; human spleen homogenate, 4MU-alpha-Gal fluorescence, 40 min; Potency, µM (doses to about 80 µM), for the others: at the highest dose activity change, negative = inhibition, usual class: inhibitors; 240,000 compounds, 0.008% hits; AID 2107;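 also: potency is read from the fitted curve at half-maximal effect; 0% = enzyme with vehicle and -100% = no enzyme basal signal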
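Human spleen homogenate (1 ug) was the enzyme source, with 4-methylumbelliferyl-alpha-D-galactopyranoside (1 mM final) in pH 5.0 citrate buffer with 0.01% Tween-20. Compounds were titrated; after 40 min at 37C, NaOH/glycine stop, 4-MU fluorescence read; AC50 from Hill fits.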
Epigenetic reg: epigenetic control regulation, reporter derepression; 280,000 compounds, 0.2% hits; murine LDR cells, GFP reporter derepression, 30 h; Potency, µM (series often up to 53.9 µM), inactives show top-dose GFP activation, hits mostly activators; also: potency is read from the fitted curve at half-maximal effect; % of control where 0% means no effect; nearly all actives have a fitted effect of over 60% in size
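Murine LDR cells carrying a silenced, genomically integrated CMV-driven GFP reporter were exposed to compound for 30 hours at 37 C. After PBS washes, GFP-positive cells (20–120 um objects) were counted by laser-scanning microplate cytometry.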
Starred values were filed as active, the others as inactive; ? = inconclusive; . = not tested or not shown; & = joins results of further samples; [ ] = dose if it differs, or a comment. Unless noted, calls follow the shape of the dose curve; as a rule, active = well fitted curve in the direction sought with a large enough effect; inconclusive = small, poorly fitted or top-dose-only effect, or another doubt; inactive = no such curve, though single readings can be large; an effect the other way counts as inactive or inconclusive. Only part of the results is shown. The share of hits here may be higher or lower than overall.

SMILES	TR SRC2 fluor cs	Tau FP inhib	TRb SRC2 PPI	CBFb RUNX1 block	NPSR antagonist	Tau fluor cs	aGal spleen mod	Epigenetic reg
Cc1cccc(NC(=O)C2CC(=O)N/C(=N/N=C/c3ccco3)S2)c1 (stereo unspecified)	0%	-19%	1%	-6%	21%	-1%	8%	1.1%
Clc1ccc(-c2nnc3c4ccccc4nc(N4CCOCC4)n23)cc1Cl	-2%	0%	-11%	1%	-25%[46.1 µM]	-13%	-11%	-0.4%
COc1ccc(C2SCCN2S(=O)(=O)c2ccccc2)cc1OC (stereo unspecified)	0%	3%	-13%	2%	-10%[46.1 µM]	-5%	-1%	1.0%
Fc1cccc(CN2CCN(c3ncccn3)CC2)c1	-1%	-3%	5%	5%	-18%[46.1 µM]	-12%	11%	0.0%
CCOC(=O)Cc1csc(NC(=O)c2ccoc2C)n1	-2%	6%	-5%	9%	-8%[46.1 µM]	-1%	-1%	0.0%
O=C(C1CCN(Cc2ccccc2)CC1)N1CCCC1	-1%	6%	8%	4%	-10%[46.1 µM]	8%	4%	1.0%
COc1ccc(C(CC(=O)O)NS(=O)(=O)c2ccc(C)cc2)cc1 (stereo unspecified)	-8%	13%	-10%	-11%	11%[46.1 µM]	4%	-4%	0.7%
CCCC(=O)Nc1ccc2oc(-c3ccc(OC)c(Br)c3)nc2c1	2%	?	3%	6%	0%[46.1 µM]	-28%	8%	-3.1%
COC(=O)CCN(C(=O)C1CCN(S(=O)(=O)c2c(C)noc2/C=C/c2ccccc2F)CC1)c1ccccc1	?	-9%	5%	.	.	-4%	.	0.0%
COc1ccc(-c2cc(O)cc(O)c2)cc1	-2%	17%	-10%	8%	-5%[46.1 µM]	-13%	-20%	0.0%
CCCCc1ccc(-c2csc(/C(C#N)=C\c3ccc(C)o3)n2)cc1	9%	-5%	-7%	-9%	-4%[46.1 µM]	?	-3%	-1.0%
CC(C)NC(=O)CSc1nc2ccccc2nc1N1CCCCC1	-22%	-2%	-1%	.	.	-11%	.	-1.8%
CCN(c1cc(C)cc(C)c1)S(=O)(=O)c1nnc(NC(=O)C2CCCCC2)s1	6%	-11%	-11%	.	.	?	.	1.4%
Cc1ccccc1NS(=O)(=O)c1ccc(C2CNC(=O)C2)cc1 (stereo unspecified)	-1%	6%	?	4%	18%[46.1 µM]	8%	-7%	-0.8%
Cc1cc(C)c(NC(=O)Cn2c(=O)c3cccn3c3ccccc32)c(C)c1	1%	7.9µM*	4%	.	.	?	.	0.0%
CCN(CC)C(=O)CSc1nnc(COc2ccccc2)n1N	1%[53 µM]	-4%	0%[53 µM]	1%	0%	0%	-1%	0.4%
COc1cccc(NC(=O)C2CC(=O)OC23CCOC(C)(C)C3)c1 (stereo unspecified)	-2%	-2%	2%	4%	?	-5%	-8%	-6.3%
Fc1ccc(-n2ncc3c(NCCC4=CCCCC4)ncnc32)cc1	1%	-10%	8%	.	.	-19%	.	-0.7%
Cc1c(C(N)=O)nnn1-c1ccc(Br)cc1	-1%	11%	4%	.	.	-19%	.	-3.9%
Cc1onc(-c2ccccc2)c1C(=O)Nc1ccc2c(c1)OCO2	-1%	4%	-14%	4%	-17%[46.1 µM]	-16%	7%	-2.9%

The last two records of the part above lead into the next.
SMILES	TR SRC2 fluor cs	Tau FP inhib	TRb SRC2 PPI	CBFb RUNX1 block	NPSR antagonist	Tau fluor cs	aGal spleen mod	Epigenetic reg
Cc1c(C(N)=O)nnn1-c1ccc(Br)cc1	-1%	11%	4%	.	.	-19%	.	-3.9%
Cc1onc(-c2ccccc2)c1C(=O)Nc1ccc2c(c1)OCO2	-1%	4%	-14%	4%	-17%[46.1 µM]	-16%	7%	-2.9%
CCc1cccc(CC)c1NC(=O)COn1nnc2ccc(C(F)(F)F)cc21	3%	-6%	-10%	8%	3%	-10%	-12%	0.0%
CC1(C)C=Cc2c(c3c(c4c(=O)c(-c5ccc(O)cc5)coc24)OC(C)(C)CC3)O1	-1%	?	4%	5%	?	?	8%	18%
COC(=O)c1sccc1NN1C(=O)c2ccccc2C1=O	-4%	0%	2%	6%	-15%	-12%	2%	2.2%
COc1cccc(SCc2noc(C(=O)NCC3CCCO3)c2C(=O)O)c1 (stereo unspecified)	0%	3%	-3%	1%	-6%[46.1 µM]	3%	-2%	-0.9%
O=C(CNS(=O)(=O)c1ccc(Br)s1)N1CCN(c2ccc(F)cc2)CC1	-12%	5%	11%	.	.	-22%	.	-0.9%
COc1ccc(/C=C/CN2CCCC(CO)(Cc3cccc(Cl)c3)C2)cc1 (stereo unspecified)	-3%	2%	-6%	-7%	?	-11%	1%	1.1%
COc1ccc(NC(=O)Cn2nc3c(cc2=O)CCCC3)cc1Cl	-29%	-3%	3%	.	.	-8%	.	0.0%
Cc1ccc(OCC(O)Cn2c(=N)n(CCN3CCCCC3)c3ccccc32)cc1 (stereo unspecified)	-1%&-1%	8%&-10%	-1%&4%	12%	11%[46.1 µM]	3%&-22%	-5%	2.0%&-1.2%
COCCNC(=O)c1ccc2nc(Cc3ccccc3)oc2c1	-7%	2%	2%	.	.	5%	.	-0.9%
O=C(CCC1N=C2c3ccccc3N=C(SCc3ccc(Cl)cc3)N2C1=O)NC1CCCCC1 (stereo unspecified)	-1%	-9%	-5%	.	.	-3%	.	5.3%
CCOC(=O)c1cnc(-n2[nH]c(C)cc2=O)[nH]c1=O	-1%	-3%	4%	.	5%	-9%	12%	-1.3%
CS(=O)(=O)N(CC(=O)Nc1cccc(F)c1)c1cccc([N+](=O)[O-])c1	-7%	-3%	2%	2%	-5%[46.1 µM]	-18%	2%	5.7%
Cc1cc(C(=O)CSc2n[nH]c(N)n2)c(C)n1-c1ccc2c(c1)OCO2	0%	6%	10%	4%	5%	-14%	13%	-0.9%
Clc1ccc(-n2nnc(-c3nccs3)n2)cc1Cl	2%	?	-2%	6%	-4%	-1%	9%	0.7%
CCOc1ccc(NC(=O)N2CCC(NC(=O)C(Cc3ccc(OC)c(OC)c3)NC(C)=O)CC2)cc1 (stereo unspecified)	-2%	4%	-3%	8%	6%[46.1 µM]	-4%	1%	-0.9%
CCCn1c(N)c(C(c2ccc(OC)cc2)N2CCN(c3ccccc3)CC2)c(=O)[nH]c1=O (stereo unspecified)	-3%	-1%	-7%	-2%	-7%[46.1 µM]	2%	5%	0.7%
O=C(NC(Cc1c[nH]c2ccccc12)C(=O)O)c1ccc(F)cc1 (stereo unspecified)	-1%	-3%	-6%	0%	12%	-8%	-1%	-3.5%
O=C1CN(C(=O)/C=C/c2ccccc2F)c2ccccc2N1	-1%	-5%	-4%	-1%	-8%	-9%	-3%	-2.6%
O=S(=O)(Cc1cccc(F)c1)c1c[nH]c2ccccc12	-4%	4%	2%	-6%	-15%[46.1 µM]	-12%	2%	0.8%
Nc1ncc(-c2cc3ccccc3oc2=O)s1	0%	-1%	5%	-8%	0%[46.1 µM]	-21%	-8%	-1.6%
Cc1cccc(Cn2c(CN3CCC(C(=O)NCc4cccnc4)CC3)cc3ccccc32)c1	-3%	-1%	-4%	.	.	-3%	.	-0.5%
Cc1cccc(NC(=O)CSc2nnc(-c3ccccc3C)o2)c1	1%	?	-8%	11%	-19%[46.1 µM]	-22%	6%	2.3%
Cc1cc(C(=O)NCc2ccc3c(c2)OCO3)c(C)o1	0%	-8%	-6%	-7%	-6%[7.67 µM]	-8%	-5%	-1.4%
O=C(CC1C(=O)N(c2ccccc2)C(=O)N1Cc1ccc(F)cc1)Nc1cccc(F)c1 (stereo unspecified)	0%	-3%	0%	.	.	-19%	.	-2.5%
COc1cc2c(cc1OC)C(COc1ccc(C(C)C)cc1)N(C(=O)c1ccc(S(=O)(=O)N3CCCC3)cc1)CC2 (stereo unspecified)	-1%	9%	10%	.	.	-7%	.	1.8%
CCCCCCCCCCCCCCCC[n+]1cccc2ccccc21	-26%	9%	45µM*	5%	?	-1%	-2%	0.0%
COc1ccc(C2C(C(=O)Nc3ccccc3)=C(C)Nc3nc(SCC(=O)c4ccc(C)cc4)nn32)cc1 (stereo unspecified)	-1%	-8%	5%	.	.	24%	.	1.3%
O=C(CC1C(=O)NCCN1C(=O)c1ccc(F)cc1)OCc1ccccc1 (stereo unspecified)	-1%	-5%	4%	4%	-3%[46.1 µM]	-5%	5%	0.0%
CCc1ccc(-c2nc(SCC(=O)NCCOC)c(-c3ccc(C)cc3)[nH]2)cc1	-1%	?	3%	.	.	-22%	.	-0.7%
CCOc1ccc(NC(=O)c2cn(C3CCCCC3)c(=O)c3c2c2ccccc2n3C)cc1	-3%	2%	-3%	.	.	-15%	.	1.0%
N#Cc1c(N)n(C2CCCCC2)c2nc3ccccc3nc12	-2%	0%	-2%	13%	-14%[46.1 µM]	-4%	13%	-1.0%
CC1(C)Cc2nc(N)c(=O)sc2C1	-5%	-7%	5%	8%	-3%[46.1 µM]	0%	-6%	-0.4%
Cc1ccc(S(=O)(=O)CCSc2cccc(C(=O)Nc3ccccc3C(=O)O)c2)cc1	1%	3%	3%	-6%	-13%	-10%	3%	-0.9%
O=C(O)CCCC(=O)Nc1ccc(C(=O)N2CCCCC2)cc1	1%	0%	-5%	6%	-11%[46.1 µM]	5%	-2%	-0.7%
COc1ccccc1CN1CCN(Cc2nc(-c3cccs3)no2)CC1	-2%	6%	-2%	2%	13%	-8%	5%	-1.8%
Cc1ccccc1NC(=O)C1CCCN(S(=O)(=O)c2cccc3cccnc23)C1 (stereo unspecified)	1%	-12%	-3%	8%	-6%[46.1 µM]	-10%	1%	-0.8%
Cc1ccc(-c2cc3c(n2-c2ccccc2F)CC(C)(C)CC3=O)cc1	-1%	-8%	0%	.	.	-6%	.	-1.1%
O=C(Cc1n[nH]c(=O)[nH]c1=O)N/N=C/c1ccccc1	-1%	-1%	2%	2%	0%[46.1 µM]	-7%	-4%	-1.1%
